From PubChem
TrxR1 substrate = substrates of rat thioredoxin reductase 1. O89049. purified TrxR1 substrate turnover, NADPH consumption readout. Potency, µM (series often up to 114 µM), for inactives: at the top dose activity change, negative = substrate turnover. hit rate 0.01% among 390,000. AID 588456; note: potency is the fitted concentration of half-maximal effect; % is set by controls: 0 for no effect and ±100 for the full control effect; nearly all actives have a fitted effect of over 50% in size
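Rat TrxR1, dispensed at 90 nM, was prereduced with 400 uM NADPH (final) for 5 min at ~22 deg C, then incubated with compound 15 min before 400 uM selenite. A first-read NADPH fluorescence drop versus no-compound background flagged substrates.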
PI4K2A block = PI4K2A (human) kinase inhibition; purified PI4K2A, ADP-Glo luminescence, 1 h; hits give low values; activity change, negative = inhibition, % at 76.9 µM; hit rate 0.13% among 420,000; in the data active = activity change below about -50%; inconclusive = mostly about -30% to -49%;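 note: -100% = wells without enzyme as full effect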
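ADP-Glo luminescence measured ADP generated by PI4K2A enzyme (4 ug/mL before mixing) with 1.2 mM PI substrate (pre-mix) and 300 microM ATP (pre-mix). Tris pH7.5 buffer with MgCl2, Triton X-100; 1 h reaction at ambient temperature.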
D2 ag = agonists of human D2 dopamine receptor; P14416; HEK293 T-REx D2 cells, calcium flux agonist mode; activation, % at 2 µM; hit rate 0.53% among 340,000;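 active = activation over 3 SD above normal in the single-dose calcium agonist read, cut at about 30% in these data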; note: 0% is about no effect
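HEK293 Trex D2 cells, tetracycline-induced, o/n 30 C 5% CO2; no-wash Ca dye, RT 30–90 min; 10-cycle baseline, 23 nl cpd added, kinetic Ca read 180 s; agonist hits = positive Ca response.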
TRHR ag = activates the human TRH receptor | P34981 | TRHR cells, calcium flux fluo-8, FDSS agonist mode | activation, % at 2 µM | hit rate 0.18% among 360,000 | AID 493084; in the data active = activation above about 30%; note: 0% is about no effect
Target sequence (P34981 whole entry, looked up): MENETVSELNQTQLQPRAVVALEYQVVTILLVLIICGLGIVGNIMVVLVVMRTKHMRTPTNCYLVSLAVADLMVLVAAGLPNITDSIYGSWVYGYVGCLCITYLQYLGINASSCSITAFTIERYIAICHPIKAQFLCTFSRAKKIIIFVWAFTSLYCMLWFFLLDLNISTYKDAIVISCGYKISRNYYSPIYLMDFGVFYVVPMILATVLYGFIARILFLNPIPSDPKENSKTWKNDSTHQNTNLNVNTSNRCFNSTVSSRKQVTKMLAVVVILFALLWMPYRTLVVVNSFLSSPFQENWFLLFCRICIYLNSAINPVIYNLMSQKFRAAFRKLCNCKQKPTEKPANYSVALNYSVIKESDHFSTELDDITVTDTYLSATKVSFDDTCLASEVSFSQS
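Fluo-8-loaded TRHR cells; 10 s baseline, compound added, kinetic Ca2+ fluorescence read 1/s, agonist mode.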
D2 antag = antagonizes the human D2 dopamine receptor; P14416; HEK293 TREx D2 cells, calcium flux, dopamine EC80; inhibition, % at 10 µM; hit rate 2% among 340,000; AID 485344; in the data active = inhibition above about 30%; note: 0% is about no effect
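In this primary screen, negative modulation is detected by tracking calcium flux after an EC80 dopamine challenge in inducible HEK293 T-REx D2 cells preexposed to test compound for 180 s.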
TrxR1 inh = rat TrxR1 inhibition; O89049; recombinant rTrxR1, NADPH fluorescence consumption, selenite substrate; Potency, µM (doses to about 114 µM), for the others: at the highest dose activity change, negative = inhibition, most hits filed as inhibitors; hit rate 1% among 390,000; note: potency is the fitted concentration of half-maximal effect; % is set by controls: 0 for no effect and ±100 for the full control effect; nearly all actives have a fitted effect of over 65% in size
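Rat TrxR1 (90 nM in the dispensed reagent) was pre-reduced with 400 uM NADPH for 5 min at room temperature, then incubated with compound for 15 min. After 400 uM selenite was added, NADPH fluorescence (Ex 340/Em 450 nm) was followed for 8 min.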
IDH1 R132H inh = human IDH1 R132H inhibition; O75874; IDH1-R132H enzyme, NADPH consumption, diaphorase/resazurin fluorescence; Potency, µM (titrated, usually from 76.6 µM), for the others: top-dose activity change, negative = inhibition, hits mostly inhibitors; hit rate 0.093% among 390,000; AID 602179; note: potency is the fitted concentration of half-maximal effect; % is set by controls: 0 for no effect and ±100 for the full control effect; nearly all actives have a fitted effect of over 65% in size
Target sequence (O75874 whole entry R132H, stated change not applied): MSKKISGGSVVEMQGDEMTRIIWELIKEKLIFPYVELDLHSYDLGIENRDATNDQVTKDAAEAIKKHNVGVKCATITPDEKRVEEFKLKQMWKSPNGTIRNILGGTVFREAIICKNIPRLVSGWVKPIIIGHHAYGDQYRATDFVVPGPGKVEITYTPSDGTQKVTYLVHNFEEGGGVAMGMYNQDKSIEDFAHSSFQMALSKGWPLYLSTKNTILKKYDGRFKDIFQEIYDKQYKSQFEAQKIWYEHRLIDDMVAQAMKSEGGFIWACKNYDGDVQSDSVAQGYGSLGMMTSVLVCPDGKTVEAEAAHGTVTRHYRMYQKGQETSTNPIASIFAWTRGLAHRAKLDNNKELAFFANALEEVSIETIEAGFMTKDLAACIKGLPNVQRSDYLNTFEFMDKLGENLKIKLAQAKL
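IDH1-R132H (0.5 ug/mL dispensed) in pH 7.5 Tris buffer was preincubated 30 min with compound, then given a substrate mix of 0.016 mM NADPH and 2 mM alpha-KG for 80 min at room temperature; remaining NADPH was read by diaphorase/resazurin fluorescence.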
TRHR PAM = TRH receptor (human) allosteric enhancement; P34981; hit rate 0.66% among 360,000; AID 493056; enhancement, % at 2 µM; TRHR cells, fluo-8 calcium fluorescence, EC20 TRH enhancement; in the data active = enhancement above about 30%; note: 0% is about no effect
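TRHR-expressing cells loaded with fluo-8 calcium dye were read kinetically (ex 480/em 530) during compound addition, then stimulated with an EC20 of TRH (10 nM final). Enhancement of the Gq-mediated intracellular calcium response was scored.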
USP1-UAF1 inh = USP1/UAF1 (human) deubiquitinase inhibition | O94782 | recombinant USP1/UAF1, Ub-Rhodamine cleavage fluorescence | Potency, µM (top dose mostly 57.1 µM), for the others: top-dose activity change, negative = inhibition, most hits filed as inhibitors | hit rate 0.23% among 390,000 | AID 743255; note: potency is the fitted concentration of half-maximal effect; % is set by controls: 0 for no effect and ±100 for the full control effect; nearly all actives have a fitted effect of over 60% in size; inactives centre near -12
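In this screen, compounds sit with the deubiquitinase complex (1nM) for 15 min at room temperature before Ub-Rho is added at 150nM final. Fluorescence rise is then followed for 6 reads every 60 seconds.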
Numbers without * were called inactive; ? = inconclusive; nt = no result given; [ ] = dose if it differs, or a comment. Unless noted, calls come from the whole dose curve; as a rule, active = well fitted inhibition curve with a large enough effect; inconclusive = small, poorly fitted or top-dose-only effect; inactive = no such curve, though single readings can be large or run the other way.

Preview, 4 compounds:
cpd	compound	TrxR1 substrate	PI4K2A block	D2 ag	TRHR ag	D2 antag	TrxR1 inh	IDH1 R132H inh	TRHR PAM	USP1-UAF1 inh
1	CCOc1ccc(Cl)cc1CSc1n[nH]c(C)n1	-2%	1	nt	-0.4	nt	16%[57.1 µM]	-1%	6	-16%
2	COc1ccc(OC)c(NC(=O)CSc2ccc3nnc(-c4cccnc4)n3n2)c1	9%[57.1 µM]	3	7.2	0.3	-25	22%[57.1 µM]	21%	4	-5%
3	Cc1c(NS(=O)(=O)c2cccc(C(=O)NCc3ccco3)c2)c(=O)n(-c2ccccc2)n1C	1%	-10	nt	nt	nt	-23%	4%	nt	-9%
4	O=C1N(c2ccccc2)C2CS(=O)(=O)CC2N1c1ccc(Cl)c(Cl)c1 (configuration not stated)	10%	0	0.4	-0.3	5	20%	1%	13	-22%

The list itself, repeating the preview:
cpd	compound	TrxR1 substrate	PI4K2A block	D2 ag	TRHR ag	D2 antag	TrxR1 inh	IDH1 R132H inh	TRHR PAM	USP1-UAF1 inh
1	CCOc1ccc(Cl)cc1CSc1n[nH]c(C)n1	-2%	1	nt	-0.4	nt	16%[57.1 µM]	-1%	6	-16%
2	COc1ccc(OC)c(NC(=O)CSc2ccc3nnc(-c4cccnc4)n3n2)c1	9%[57.1 µM]	3	7.2	0.3	-25	22%[57.1 µM]	21%	4	-5%
3	Cc1c(NS(=O)(=O)c2cccc(C(=O)NCc3ccco3)c2)c(=O)n(-c2ccccc2)n1C	1%	-10	nt	nt	nt	-23%	4%	nt	-9%
4	O=C1N(c2ccccc2)C2CS(=O)(=O)CC2N1c1ccc(Cl)c(Cl)c1 (configuration not stated)	10%	0	0.4	-0.3	5	20%	1%	13	-22%
5	CC1CN(C(=O)COC(=O)c2cnc(Cl)c(Cl)c2)CC(C)O1 (configuration not stated)	-11%	3	nt	nt	nt	-10%	-10%	nt	-14%
6	O=C(Nc1ccc(Br)cc1Cl)c1ccc2c(=O)n3c(nc2c1)CCC3	-1%	-12	nt	-0.3	nt	4%	-4%	12	-16%
7	COC(=O)C1CC(=O)c2ccsc2C1 (configuration not stated)	1%	3	1.1	0.8	-2	3%	1%	12	-13%
8	Nc1nc(N)c2cc(Sc3ccc4ccccc4c3)ccc2n1	19%	-9	4.6	0.9	-8	20%	3%	14	-27%
9	CC1CCN(C(=O)C2(NC(=O)Nc3cccc(F)c3)CCCCC2)CC1	-5%	3	-1.7	0.2	-20	-1%	-18%	2	-10%
10	CCn1cc(C2C(C(=O)Nc3cc(C)ccn3)=C(C)NC3=C2C(=O)CC(C)(C)C3)c(C)n1 (configuration not stated)	131%[activator]	-2	2.7	-0.2	-3	?	1%	-1	-5%
11	CCOC(=O)c1[nH]c2ccc(OC)cc2c1NC(=O)C(C)N1CCSCC1 (configuration not stated)	nt	nt	-0.9	0.3	2	nt	nt	-10	nt
12	CCC(=O)N1CCc2cc(Br)cc(S(=O)(=O)N(CC)Cc3ccccc3)c21	-2%	1	-0.4	-0.1	nt	10%[2.29 µM]	-2%	-1	?
13	Cc1cc(C)c(NS(=O)(=O)c2cc(-c3cnc(C4CC4)o3)ccc2C)c(C)c1	-1%[57.1 µM]	-2	0.5	-1.1	nt	5%[57.1 µM]	nt	5	-14%
14	CN1C(=O)N(c2ccccc2)C(Nc2nncs2)C1(C)C (configuration not stated)	-6%[57.1 µM]	-3	0.6	0.2	0	6%[57.1 µM]	5%	3	-7%
15	CCOC(=O)C1=C(N)OC2=C(C(=O)CCC2)C1c1ccco1 (configuration not stated)	-14%	-8	-0.3	-0.6	-2	5%[57.1 µM]	6%	16	3%
16	Cc1cc2c(C)nc3ccccc3c2o1	10%[57.1 µM]	2	0.2	-0.1	2	11%[57.1 µM]	1%	4	-16%
17	O=[N+]([O-])c1ccc(O)c(C=Nc2ccc3oc(Cc4ccc(Cl)cc4)nc3c2)c1	nt	nt	0.1	0.6	0	nt	nt	0	nt
18	CCCCc1nc2sc3c(SCCN(C)C)ncnc3c2c2c1CCC2	-2%[57.1 µM]	0	0.8	0.4	-7	5%[57.1 µM]	-3%	6	?
19	Cc1cccc(NC(=O)c2nc[nH]c2C(=O)N[C@H](C)c2ccccc2)c1	-2%	-3	-0.8	-0.1	28	15%	4%	-11	-21%
20	COc1ccccc1-n1c(-c2cc(-c3ccc(F)cc3)n[nH]2)n[nH]c1=S	10%	0	0.0	0.4	0	1%[57.1 µM]	2%	-1	-3%
21	CCN(C(=O)c1cc(S(=O)(=O)N2CCOCC2)cn1C)c1cccc(C)c1	-7%	-4	0.1	0.6	-5	-10%[57.1 µM]	-6%	-2	-2%
22	CN(C)/C=C/C(=O)c1cc(N2CCOCC2)ccc1[N+](=O)[O-]	4%[57.1 µM]	-27	nt	0.1	nt	22%[57.1 µM]	2%	3	-17%
23	Cc1ccc(O)c(NC(=S)NC(=O)c2ccccc2Cl)c1	1%	-9	-1.2	-0.9	-8	5%	-8%	2	-11%
24	N#Cc1ccc(-c2cccnc2)nc1SCC(=O)c1ccccc1	-15%[57.1 µM]	-19	20	38*	-16	30%[57.1 µM]	6%	-3	92%[activator]
25	CN(C)CCCN1c2ccccc2Sc2ccc3ccccc3c21	10%[57.1 µM]	0	nt	nt	nt	-8%[11.4 µM]	2%	nt	-5%
26	COc1cc2c(cc1OC)C(C)N(C(=O)C1=NN(c3cccc(C)c3)C(=O)CC1)CC2 (configuration not stated)	-1%	5	-0.6	0.0	8	-2%	0%	-19	-24%
27	CCOC(=O)Cc1nn(Cc2nc(-c3ccc(C)cc3)cs2)c(=O)c2ccccc12	-1%	-2	-1.6	-2.0	15	39%[activator]	0%	-1	-13%
28	CN(C)c1ccc([N+](=O)[O-])cc1C(=O)NCC(c1ccco1)N(C)C (configuration not stated)	-2%	2	0.5	1.3	2	9%	4%	0	-21%
29	COCCCN=CC1=C(O)CC(C)(C)CC1=O	1%	8	0.4	0.9	4	8%	-1%	-6	2%
30	COc1ccc(C(=O)Nc2ccccc2N2CCN(C(=O)C(C)C)CC2)cc1Cl	0%	-1	0.2	0.2	0	1%	0%	-12	5%
31	CC1=CC(C)(C)N2C(=O)C3(C(C#N)=C(N)OC4=C3C(=O)CC(C)(C)C4)c3c(C)c(C)cc1c32 (configuration not stated)	-5%	-2	0.5	5.2	-8	-10%	1%	-11	-6%
32	CNC(=O)COC(=O)c1ccc2c(c1)NC(=O)C1CCCN21 (configuration not stated)	nt	nt	1.5	0.8	12	nt	nt	-1	nt
33	Cc1cc(NC(=O)c2ccccc2Cl)c(C(C)C)cc1O	0%	0	0.3	-0.4	8	-6%	1%	-8	5%
34	Nc1nc(SCc2ccc3c(c2)OCO3)n[nH]1	7%	-3	-0.6	0.0	-2	17%	-3%	-8	-6%
35	COc1ccc(C(CC(=O)O)N2C(=O)CCC2=O)cc1 (configuration not stated)	0%	4	-1.1	-1.2	7	3%	-8%	-3	-17%
36	COCCn1c(N)c(N(Cc2ccccc2)C(=O)c2ccc3ccccc3c2)c(=O)[nH]c1=O	6%[57.1 µM]	1	1.8	1.2	-10	12%[57.1 µM]	3%	-9	-6%
37	CCCCC(CC)COC1(c2ccccc2)OC(=O)c2ccccc21 (configuration not stated)	6%	12	0.7	0.1	-8	42%[activator]	7%	7	-19%
38	CC(NCC(O)COCCC12CC3CC(CC(C3)C1)C2)c1ccccc1 (configuration not stated)	-14%	1	4.1	0.7	6	-9%	7%	-1	-19%
39	Cc1ccc(-c2csc(N(CCO)CCCn3c(C(F)(F)F)nc4cc(C(F)(F)F)ccc43)n2)cc1	-2%	-5	0.1	0.8	25	7%	-11%	12	?
40	CCOC(=O)CNc1nc(Cl)nc(Nc2ccc(Cl)cc2)n1	-7%	4	-1.8	0.6	-9	-12%	3%	3	2%
41	CCOC(=O)c1ccc(NC(=O)CN(c2ccc(C)cc2)S(=O)(=O)c2c(C)n[nH]c2C)cc1	-2%	6	nt	3.9	nt	-7%	-8%	4	-4%
42	N#Cc1ccc2ccn(CC(=O)NCc3ccco3)c2c1	23%	1	-0.1	-0.6	3	?	6%	-10	1%
43	COc1ccccc1NCC(=O)c1ccc(Cl)cc1	5%[57.1 µM]	7	-1.2	-0.2	13	14%[57.1 µM]	46µM*	8	-31%
44	CCOC(=O)c1csc(COc2ccccc2Cl)n1	4%	0	-0.6	-1.0	16	25%	0%	3	-20%
45	COc1cc(OC)cc(C(=O)N[C@H](C(=O)OCc2cc(=O)oc3cc(C)ccc23)C(C)C)c1	12%	-4	-0.3	-0.2	-20	-15%	4%	3	-24%
46	CCOc1ccc(NC2=NC(C(=O)NCc3ccccc3)CC(=O)N2)cc1 (configuration not stated)	-4%	-12	2.3	0.1	10	2%	1%	0	-8%
47	COc1ccc(-c2cn(-c3ccccc3)nc2C(=O)O)cc1OC	40%[activator]	-3	0.3	0.5	-2	42%[activator]	10%	1	-5%
48	CC1Cc2ccccc2N1S(=O)(=O)c1cccc(C(=O)NCc2ccncc2)c1 (configuration not stated)	-2%	-3	-0.8	-0.6	16	7%	6%	2	-19%
49	O=C(O)COc1ccccc1/C=C1\SC(=S)N(/N=C/c2ccccc2O)C1=O	-6%	-6	nt	0.5	nt	-33%	6%	2	-13%
50	COC(=O)c1cn(NC(=O)Cc2ccc(OC)c(OC)c2)c(=O)c2ccccc12	-2%	3	-0.1	-0.4	-1	4%	1%	-4	-10%
51	O=C(Cn1cc(C(F)(F)F)cc(Cl)c1=O)NCc1ccc(Cl)cc1Cl	6%	-2	0.7	-0.1	-8	17%	-5%	-6	-21%
52	CCCS(=O)(=O)NCCc1cc2ccc(OC)cc2[nH]c1=O	-2%	-2	0.0	0.6	-5	-14%	14%	0	-25%
53	OCCNc1nc(C2CC2)nc2c1nnn2Cc1ccccc1Cl	-1%	0	1.0	-0.2	-12	18%	6%	-3	-16%
54	CC(CCc1ccccc1)NC(=O)c1ccccc1 (configuration not stated)	7%[57.1 µM]	5	nt	-0.4	nt	14%[57.1 µM]	0%	-4	-3%
